# Tat transport: blocks Tat-dependent protein export in E. coli; E. coli MC4100 TorA-mCherry Tat export, fluorescence; inhibition, % at 10 µM; hit rate 0.036% among 340,000;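 active = mean replicate inhibition at least 50% and at least half of replicates individually reaching 50%; inconclusive = only one of the two criteria met; inactive = neither criterion met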;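 also: exported cargo escapes ClpAP degradation while cytoplasmic cargo is degraded and loses fluorescence; 0% = median of neutral control wells and 100% = median of NaSCN control wells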
# MITF TRPM1 HTS: MITF TRPM1 promoter activation in melanoma cells; SK-MEL-5 TRPM1-promoter luciferase, 24 h; % of positive control, neutral wells = 0; activation, % at 12.5 µM; hit rate 0.75% among 300,000;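 active = mean activation of at least 80% with every replicate also reaching 80%; inconclusive = mean reaches 80% but some replicate falls short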;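 also: 0% = neutral control wells and 100% = parthenolide positive control wells; values of inactives mirror those of a sister screen read the other way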
# cardiac RTF act: increases calcium sensitivity of human cardiac regulated thin filaments | P19429+P45379 | IANBD-labeled TnC RTF fluorescence at EC20 calcium; 0% EC20 calcium, 100% full calcium | activation, % at 7.2 µM | hit rate 0.24% among 340,000 | AID 493008;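 active = activation above the mean over all tested compounds plus 3 SD, cut at about 30% in these data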;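 also: rise in fluorescence read as greater calcium sensitivity of cardiac thin filaments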
# CDK5 inh: blocks human CDK5/p35 kinase activity | Q00535+Q15078 | Recombinant CDK5/p35, ADP-Glo luminescence, 60 min | inhibition, % at 10 µM | hit rate 0.01% among 330,000;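 active = highest replicate inhibition of at least 50% and at least 75% of replicates reaching 50%; inconclusive = only one of the two criteria met; inactive = both criteria failed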;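 also: plate controls were DMSO neutral control for no effect and GW8510 at 10 µM for full effect; many of its hits are not listed in these tables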
# Target sequence (Q00535 whole entry, looked up): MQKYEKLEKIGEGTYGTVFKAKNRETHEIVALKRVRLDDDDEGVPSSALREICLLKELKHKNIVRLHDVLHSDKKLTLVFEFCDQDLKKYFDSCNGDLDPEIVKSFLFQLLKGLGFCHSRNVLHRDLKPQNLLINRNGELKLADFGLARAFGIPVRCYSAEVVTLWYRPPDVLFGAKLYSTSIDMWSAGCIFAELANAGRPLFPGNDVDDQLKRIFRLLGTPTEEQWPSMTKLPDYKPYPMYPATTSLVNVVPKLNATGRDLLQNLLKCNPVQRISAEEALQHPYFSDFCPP
# Target sequence (Q15078 whole entry, looked up): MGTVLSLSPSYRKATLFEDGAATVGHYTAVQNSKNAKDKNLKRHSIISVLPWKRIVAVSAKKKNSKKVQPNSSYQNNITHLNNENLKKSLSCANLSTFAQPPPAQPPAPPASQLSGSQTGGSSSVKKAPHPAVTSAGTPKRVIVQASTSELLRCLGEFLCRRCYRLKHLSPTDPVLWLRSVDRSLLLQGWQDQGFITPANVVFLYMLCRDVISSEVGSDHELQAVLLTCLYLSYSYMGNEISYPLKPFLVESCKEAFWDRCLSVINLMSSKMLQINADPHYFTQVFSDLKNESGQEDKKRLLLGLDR
# V-ATPase pH: alters yeast V-ATPase proton transport; S. cerevisiae, pHLuorin cytosolic pH fluorescence; hit rate 0.37% among 350,000; response, % at 10 µM; in the data active = response mostly above about 7.3%, no sharp cut-off; inactive = mostly below about 5.4%; also: actives read high; inactives centre near 0; some compounds called inactive have numbers as strong as hits
# dFosB act: activators of mouse delta FosB homodimer; activation, % at 25 µM; purified delta FosB, TAMRA-CDK5 oligo fluorescence polarization; percent of positive-control signal above neutral wells; hit rate 0.99% among 340,000; AID 493131;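 active = mean activation above about 17%, with every replicate also reaching it, limit read from the data, passing the limit was not always enough; inconclusive = only one of the two conditions met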;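 also: fluorescence polarization rise as delta FosB binds a TAMRA Cdk5 AP-1 oligo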
# Target sequence (P13346 whole entry, looked up): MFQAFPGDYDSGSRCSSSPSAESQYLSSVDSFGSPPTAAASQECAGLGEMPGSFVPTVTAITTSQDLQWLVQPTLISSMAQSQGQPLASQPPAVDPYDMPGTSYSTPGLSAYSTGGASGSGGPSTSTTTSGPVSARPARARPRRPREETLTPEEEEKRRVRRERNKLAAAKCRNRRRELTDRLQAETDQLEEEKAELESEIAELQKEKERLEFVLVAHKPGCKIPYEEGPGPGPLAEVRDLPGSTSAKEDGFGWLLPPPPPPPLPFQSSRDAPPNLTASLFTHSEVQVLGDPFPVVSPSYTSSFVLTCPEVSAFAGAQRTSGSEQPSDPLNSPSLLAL
# Rtt109 HAT inh: C. albicans Rtt109 histone acetyltransferase inhibition; Q5AAJ8; purified Rtt109/Vps75, ThioGlo CoA-SH fluorescence, 4 h; inhibition, % at 34.9 µM; hit rate 0.16% among 330,000;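 active = inhibition of at least 50% in every replicate; inconclusive = best replicate reaches 50% inhibition but some replicates fall short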
# CAL PDZ FP-1: inhibitors of human CAL PDZ peptide binding | purified CAL PDZ, TMR-peptide fluorescence polarization, 1 h | inhibition, % at 24.9 µM | hit rate 0.92% among 300,000 | AID 602252;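 active = mean inhibition of at least 30% with at least half of replicates also reaching 30%; inconclusive = no clear call, values can overlap the other calls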;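 also: 0% = DMSO neutral control and 100% = excess unlabeled competitor peptide PRC23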
# CAL PDZ FP-2: blocks peptide binding to human CAL PDZ domain | purified CAL PDZ, TMR-peptide fluorescence polarization, 1 h | AID 504414 | hit rate 0.02% among 330,000 | inhibition, % at 20 µM;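 active = highest replicate inhibition of at least 40%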;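 also: plate controls were DMSO neutral control wells for no effect and unlabeled competitor peptide control wells for full effect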
#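 Test system: purified CerCALP PDZ construct; Compound dosing: one concentration, 20 µM compound; Also added: TMR-labelled reporter peptide T*-PRC34 bound in PDZ groove; Read-out: inhibition from polarization loss; Controls: unlabelled peptide and DMSO controls; Signal: FP readout, S and P plane fluorescence; Incubation: 1 h at RT.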
# Wnt act: activators of Wnt/beta-catenin signaling. hit rate 1.2% among 300,000. activation, % at 9.35 µM. AID 743398. Wnt/beta-catenin reporter cell assay, activator, plate reader; in the data active = activation above about 30%, passing the limit was not always enough; inconclusive = no clear call, values can overlap the other calls;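 also: 0% = neutral control wells and 100% = positive control wells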
# The depositor's hits bear a star; i = inactive; u = inconclusive; x = not tested or not shown.
SMILES,Tat transport,MITF TRPM1 HTS,cardiac RTF act,CDK5 inh,V-ATPase pH,dFosB act,Rtt109 HAT inh,CAL PDZ FP-1,CAL PDZ FP-2,Wnt act
CCOC(=O)C1(P(=O)(c2ccc(Cl)cc2)c2ccc(Cl)cc2)CCC1,2,14,10,-0.8,-2,-2,-1,-3,-0.2,x
CCOc1ccc(CNC(=O)C2CCCN(S(=O)(=O)N3CC(C)CC(C)C3)C2)cc1OC (stereo unspecified),-2,-11,8,-0.2,3,6,-1,9,-1.5,-3
CS(=O)(=O)c1ccc(Cl)c(NC(=O)CCCc2nc3ccccc3c(=O)[nH]2)c1,0,-2,2,0.0,0,6,-9,-1,-0.6,0
Cc1ccc(S(=O)(=O)Nc2c(C)nc3nc(C)[nH]n3c2=O)c(C)c1,4,10,6,-0.4,0,-6,-13,-2,-2.2,-1
Cn1cc([N+](=O)[O-])c(C(=O)NCc2ccccc2)n1,-6,-4,-3,-1.0,-1,8,-4,30*,-0.4,3
COc1ccc(NC(=O)CN(C)C(=O)CCSc2ccc(C)cc2)cc1,4,2,-2,-0.2,1,-4,1,-2,-0.8,1
CCOC(=O)Cn1c(=O)oc2cc(S(=O)(=O)N3CCN(C(=O)c4ccco4)CC3)ccc21,-3,-9,-3,x,1,7,-7,0,0.0,-2
Cc1cccc(NNC(N)=S)c1,-1,-11,6,0.5,9,-3,-9,-1,-3.1,0
CCOc1ncccc1C(=O)N(C)CC(=O)Nc1ccc(F)cc1,8,2,0,-0.4,-1,-1,-12,0,-0.2,-1
COc1ccc(C2=C(CC(=O)O)C(=O)CC2)cc1,-1,-16,-6,0.4,0,3,-8,-1,-0.1,1
O=C(Nc1ccc(Cl)c(Cl)c1)Nn1cnnc1,-1,x,4,-0.6,0,-3,2,x,-5.4,-2
Cc1cccc(N2CCN(C(=O)c3ccc(CS(=O)Cc4cccc(Cl)c4)o3)CC2)c1C (stereo unspecified),16,3,-8,1.1,-3,-15,27,-5,-2.9,-1
CC1=CC=CC2=NC(=O)CC(C)(C(=O)O)N12 (stereo unspecified),2,2,-3,-1.0,1,2,-8,4,-0.2,-3
Cc1nc(N)ncc1C(=O)Nc1ccccc1,2,9,5,-1.4,2,-10,1,0,-0.3,1
Cc1ccc(C(=O)NCC(=O)OCC(=O)N(CC(C)C)c2c(N)n(Cc3ccccc3)c(=O)[nH]c2=O)cc1C,0,-4,-16,-0.9,0,-3,0,0,-2.9,1
CCC(C)N1C(=S)SC(C)(C)C1N(O)C(=O)NC1CCCCC1 (stereo unspecified),16,-5,0,0.0,3,-3,3,4,-0.3,5
O=C(COC(=O)CNC(=O)c1cccs1)Nc1ccccc1C(F)(F)F,4,-1,0,-0.8,-2,-3,-23,x,-0.1,-2
Cc1c(NC(=O)c2nn(CC(C)C)c(=O)c3ccccc23)c(=O)n(-c2ccccc2)n1C,4,-5,1,-1.1,-6,1,6,7,-1.5,19
C/C(CC(=O)Nc1cc(C)ccn1)=N\NC(=O)c1ccccc1C,4,15,0,2.2,0,1,6,-1,-1.0,1
CC(C)Cn1c(SCC(=O)O)nnc1-c1cccc(S(=O)(=O)N2CCOCC2)c1,2,3,8,-0.3,-2,5,-7,-1,-0.9,4
CCCN1C/C(=C/c2cccc([N+](=O)[O-])c2)C(=O)/C(=C/c2cccc([N+](=O)[O-])c2)C1,2,-100,-4,-3.4,-2,-19,2,26,-1.3,x
CCC(C)(C)NC(=O)CN(Cc1ccc2c(c1)OCO2)C(=O)CCC(=O)Nc1ccccn1,17,1,0,-1.2,1,-7,6,6,0.2,x
Cc1ccc(S(=O)(=O)N2CCC(C(N)=O)CC2)cc1C(=O)NC1CCCCC1,3,3,-2,-1.5,0,-3,6,x,0.3,1
O=C(CSc1n[nH]c(-c2ccncc2)n1)Nc1ccccc1C(F)(F)F,-1,4,-5,1.4,4,2,-9,-1,-1.4,-3
Cc1ccc(NC(=O)C2C(=O)N(CCO)C3(C)CC2c2ccccc2O3)cc1 (stereo unspecified),0,36,-5,-1.9,-5,-5,3,x,-1.6,x
CCOC(=O)C1CCN(c2ncnc3c2cnn3-c2ccc(OC)cc2)CC1,3,x,1,-0.5,-7,-9,10,1,-0.9,22
CCCC(=O)N=C1SC2CS(=O)(=O)CC2N1c1ccc(CC)cc1 (stereo unspecified),-7,11,-5,-0.8,5,-1,-3,-3,0.8,x
COc1ccc(C(=O)C(Sc2nnc(C)c(=O)[nH]2)c2ccc(OC)cc2)cc1 (stereo unspecified),5,-8,-5,-0.5,-3,-8,-2,5,-1.7,2
CCOC(=O)C1=NNC(C(=O)c2ccccc2)C1c1ccc(Cl)cc1 (stereo unspecified),4,2,14,-2.2,4,-13,1,x,-0.8,-4
C=CCNC(=O)/C(C#N)=C/c1cn(-c2ccccc2)nc1-c1cccs1,-6,1,-6,-0.5,-1,-2,6,-2,-2.3,4
N#C/C(=C\c1cccs1)C(=O)Nc1nccs1,1,u,2,1.9,0,-5,4,5,-1.1,56*
O=C(NCCCN1CCN(c2cccc(Cl)c2)CC1)C1(S(=O)(=O)c2ccc(Cl)cc2)CC1,1,-1,10,0.7,0,-13,12,1,-2.7,-4
COc1cccc(CNC(=O)CCC2CCCN(C(=O)c3ccccc3N(C)C)C2)c1 (stereo unspecified),-7,-13,-1,-0.5,-3,-14,-12,0,-1.2,-2
COc1ccc(C(=O)CSc2nnc(NC(=O)C3CC(=O)N(c4ccccc4C)C3)s2)cc1 (stereo unspecified),6,-11,2,1.0,1,-6,-4,1,0.0,x
O=C(CN1C(=O)NC2(CCCCC2)C1=O)NCC(=O)Nc1ccc(F)c(F)c1,-9,-6,-3,-1.1,5,4,-1,x,0.3,2
Cc1cccc(NC(=O)NNC(=O)c2cc3occc3[nH]2)c1C,0,-5,1,2.1,-2,-2,2,-3,-0.1,1
Cc1cc(=O)[nH]c(-c2ccc(C(F)(F)F)cc2)n1,-1,-7,6,0.7,4,-2,-10,x,-0.2,-1
Cc1cccc(N(C(=O)c2snc(C(N)=O)c2N)C(C(=O)NCC2CCCO2)c2ccc(N(C)C)cc2)c1 (stereo unspecified),-12,1,-2,0.5,2,0,-4,3,-2.6,-2
CCCCc1cc(=O)oc2cc(O)ccc12,-2,7,1,4.8,-2,-3,i,-3,-0.3,6
c1ccc(Cn2nnc(CNc3ccccc3)c2-c2c(CNc3ccccc3)nnn2Cc2ccccc2)cc1,10,-12,1,-2.6,-1,0,1,0,1.0,x
Cc1nc2sccn2c(=O)c1S(=O)(=O)Nc1ccc(N2CCOCC2)c(Cl)c1,-8,x,1,-0.3,-4,0,5,x,-0.9,-3
C/C(=N\OCC(=O)Nc1ccc(Br)cc1)c1cccs1,-2,-2,6,-2.4,-3,-11,4,x,-0.6,1
CCN(CC)S(=O)(=O)c1cc(C(=O)OCC(=O)Nc2ccc(-c3nc4ccc(C)cc4s3)cc2)ccc1F,3,-1,-1,-2.2,-2,-8,-2,-3,-0.5,1
Nc1ccc2c(c1)COC2=O,3,21,3,0.6,2,4,-5,1,-0.8,0
O=C(OCC(=O)N1CCCCCC1)c1cccs1,-2,37,-5,-0.3,-3,-5,1,-3,0.4,x
Cc1ccccc1C(C(=O)NCc1ccco1)N(CC1CCCO1)C(=O)Cn1nnc2ccccc21 (stereo unspecified),-13,x,4,0.3,-2,-7,-6,x,-1.1,-1
Cc1cccc(N(C)S(=O)(=O)c2nnc(NC(=O)c3ccco3)s2)c1,-8,5,0,x,2,-3,-1,-13,-2.3,-2
N#Cc1ccc(COC(=O)CSc2nnc(C3CCCCC3)n2N)cc1,-2,-4,-1,5.1,3,-5,-7,-11,-0.5,-5
CCC1(c2ccccc2)NC(=O)N(CC(=O)Nc2ccc(S(N)(=O)=O)cc2)C1=O (stereo unspecified),12,x,-3,-0.5,0,-5,-17,-4,-2.6,-4
C=CCn1c(=O)c2c(nc3n2CCCN3CCc2ccc(OC)c(OC)c2)n(C)c1=O,-6,-7,-5,-1.4,-2,3,8,-2,-0.6,0
O=C(COC(=O)CCNS(=O)(=O)c1ccc2c(c1)OCCO2)NC1CCCc2ccccc21 (stereo unspecified),5,x,-1,-0.5,2,-8,2,-10,-1.1,x
O=C(CSc1nc(C(F)(F)F)cc(=O)[nH]1)Nc1cccc2ccccc12,4,-7,-3,-0.1,-3,-3,17,-4,-2.6,-2
CCOCCCNC(=O)c1cn(C)c2ccc(S(=O)(=O)N3CCCC3)cc2c1=O,1,3,3,-0.5,4,-16,-1,2,-1.4,-1
COc1ccc(-n2c(C)cc(C(=O)COc3ccc(-n4cnnn4)cc3)c2C)cc1,-8,x,2,0.2,4,-1,-8,-2,-0.2,-1
COC(=O)c1ccc(NC(=O)NC2CCCCC2)cc1,-1,57,-1,-0.2,0,1,-18,-4,-3.1,x
COc1cccc(CC(=O)OCC(=O)NC2(C#N)CCCC2)c1,-4,-2,-3,-0.4,5,0,9,5,-0.1,2
CCOC(=O)c1c(C)c(C(=O)NC2CCCCCC2)c(C)n1C,-8,9,9,-1.0,-2,-5,-3,x,-2.8,x
Cc1ccc(S(=O)(=O)N[C@@H](C)C(=O)OCC(=O)N2c3ccccc3NC(=O)C2(C)C)cc1,3,9,1,-0.4,3,-10,3,-16,-0.6,-1
CCOc1cccc(CNn2cnnc2)c1OCc1ccccc1,-4,x,-1,1.8,-4,-2,5,-3,1.3,x
O=C1Nc2ccc(Br)cc2C1=C1CCCCC1,4,x,-4,-1.4,3,-9,1,-2,-2.2,-7
# Additional compounds.
SMILES,Tat transport,MITF TRPM1 HTS,cardiac RTF act,CDK5 inh,V-ATPase pH,dFosB act,Rtt109 HAT inh,CAL PDZ FP-1,CAL PDZ FP-2,Wnt act
CCOc1ccc(CCNC(=O)C2CCN(c3ccc(N4CCOCC4)nn3)CC2)cc1OCC,-4,13,3,0.5,2,-6,-11,x,-0.9,x
COc1ccccc1CCC(=O)Nc1ccc(OC)c(S(=O)(=O)N2CCOCC2)c1,-1,8,-1,0.6,0,-9,4,x,-1.0,-4
CCOC(=O)c1c(CC(C)C)csc1NC(=O)COC(=O)c1ccc(O)cc1,4,0,-18,-0.4,11,-1,-1,3,-0.7,1
COc1ccc(C(=O)Nc2ccc(-c3cn4ccsc4n3)cc2)cc1S(=O)(=O)N1CCOCC1,-1,-56,-2,-2.9,-1,-6,5,-2,-1.7,8
CCOc1ccc2oc(C(=O)OCC(=O)NC3CCCC3)c(C)c2c1,-6,-2,-3,2.1,0,-9,-5,-7,-0.1,5
COc1ccccc1CCNC(=O)CSc1nc(-c2ccco2)cc(C(F)(F)F)n1,0,x,4,-2.6,5,14,-17,x,-0.2,-2

# Entries of single compounds as entered above. Order of values: Tat transport | MITF TRPM1 HTS | cardiac RTF act | CDK5 inh | V-ATPase pH | dFosB act | Rtt109 HAT inh | CAL PDZ FP-1 | CAL PDZ FP-2 | Wnt act
# `COc1ccccc1CCNC(=O)CSc1nc(-c2ccco2)cc(C(F)(F)F)n1` in the list: 0 | x | 4 | -2.6 | 5 | 14 | -17 | x | -0.2 | -2
# `CCOC(=O)c1c(CC(C)C)csc1NC(=O)COC(=O)c1ccc(O)cc1` in the list: 4 | 0 | -18 | -0.4 | 11 | -1 | -1 | 3 | -0.7 | 1

# Source: PubChem BioAssay (several laboratories)
